Bioassay records as filed in PubChem BioAssay.
AmpC detergent: blocks E. coli AmpC beta-lactamase in detergent assay | AmpC hydrolysis of nitrocefin, absorbance 480 nm, 0.01% Triton | 0.041% of 370,000 active | Potency, µM (doses to about 114 µM), without a hit: at the highest dose activity change, negative = inhibition, usual class: inhibitors | P00811;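 also: potency is read from the fitted curve at half-maximal effect; 0% = no-compound wells and -100% = no-enzyme wells; nearly all actives have a fitted effect of over 25% in size; some results filed as inactive show a strong effect at the top dose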
Target sequence (P00811 whole entry, looked up): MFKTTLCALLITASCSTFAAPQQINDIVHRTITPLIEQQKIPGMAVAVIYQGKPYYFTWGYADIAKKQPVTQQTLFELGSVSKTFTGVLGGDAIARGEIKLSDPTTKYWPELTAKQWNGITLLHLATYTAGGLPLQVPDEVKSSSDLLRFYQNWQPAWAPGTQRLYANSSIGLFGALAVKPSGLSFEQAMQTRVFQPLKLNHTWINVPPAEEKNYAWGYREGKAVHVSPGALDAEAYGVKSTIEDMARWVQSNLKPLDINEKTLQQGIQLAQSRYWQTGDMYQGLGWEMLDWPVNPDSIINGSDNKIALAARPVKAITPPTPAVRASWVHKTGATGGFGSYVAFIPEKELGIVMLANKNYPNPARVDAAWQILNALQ
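AmpC (5.3 nM in the dispensed reagent) in 20 mM phosphate pH 7.0 with 0.01% (detergent screen) or 0.0001% Triton X-100 was preincubated with compounds for 15 min at room temperature. Nitrocefin was then added from an 800 uM solution, and hydrolysis was followed at 480 nm.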
LmPK inhibitor: blocks Leishmania mexicana pyruvate kinase activity | Q27686 | Potency, µM (top dose mostly 57.5 µM), for the others: at the highest dose activity change, negative = inhibition, usual class: inhibitors | purified LmPK, Kinase-Glo ATP luminescence, 1 h | 0.37% of 290,000 active; also: potency is read from the fitted curve at half-maximal effect
Target sequence (Q27686 whole entry, looked up): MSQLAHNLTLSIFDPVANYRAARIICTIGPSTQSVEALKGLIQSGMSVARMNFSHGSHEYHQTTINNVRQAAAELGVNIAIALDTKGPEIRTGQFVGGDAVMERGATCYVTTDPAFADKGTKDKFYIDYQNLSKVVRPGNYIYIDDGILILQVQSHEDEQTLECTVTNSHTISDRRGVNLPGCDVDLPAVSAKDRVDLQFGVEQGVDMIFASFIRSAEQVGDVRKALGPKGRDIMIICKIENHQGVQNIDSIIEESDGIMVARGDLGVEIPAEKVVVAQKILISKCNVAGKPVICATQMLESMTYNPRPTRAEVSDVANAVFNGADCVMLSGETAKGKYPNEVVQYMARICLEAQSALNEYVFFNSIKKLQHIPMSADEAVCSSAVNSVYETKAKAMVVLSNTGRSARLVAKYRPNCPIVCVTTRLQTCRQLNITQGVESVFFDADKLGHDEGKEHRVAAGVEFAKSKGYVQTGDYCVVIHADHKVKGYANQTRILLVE
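qHTS format; LmPK 0.1 nM; substrates PEP 0.5 mM and ADP 0.1 mM. One-hour room-temperature incubation, then coupled luciferase luminescence; 0.5 nM enzyme wells mark activation.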
HCMV inh: human cytomegalovirus inhibition | AID 1259415 | 4.5% of 410,000 active | HFF cells, HCMV-luciferase reporter, 72 h; active compounds read low | activity change, negative = inhibition, % at 57.5 µM; in the data active = activity change below about -60%; inconclusive = no clear call, values can overlap the other calls; inactive = above about -39%
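Luciferase read-out from HCMV-luciferase-infected HFFs (MOI 1 PFU/cell) 72 h post infection at 37C; compounds added after 16 h cell attachment; activity normalized between buffer-only basal and Salinomycin (10uM) inhibitor controls.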
AMA1-RON2 inh: AMA1-RON2 (P. falciparum) interaction inhibition. AlphaScreen AMA1-biotinylated RON2 peptide binding. Potency, µM (top dose mostly 58.2 µM), inactives show top-dose activity change, negative = inhibition, actives largely listed as inhibitors. 0.2% of 360,000 active. AID 720542;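 also: potency is read from the fitted curve at half-maximal effect; 0% = vehicle wells and -100% = peptide control; nearly all actives have a fitted effect of over 45% in size; some results filed as inactive show a strong effect at the top dose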
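AMA1 (3D7) with his tag at 25 nM final met compounds first, then biotinylated RON2 peptide at 25 nM; detection used donor plus acceptor beads, 10 µg/mL apiece, read by AlphaScreen after 30 min at room temperature.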
TbPYK inhibitor: inhibitors of Trypanosoma brucei pyruvate kinase | Q57TT1 | TbPYK enzyme, Kinase-Glo Plus ATP luminescence, 45 min | Potency, µM (highest dose often 76.8 µM), for the others: at the top dose activity, negative = inhibition, actives largely listed as inhibitors | 0.12% of 410,000 active | AID 624173; also: potency is read from the fitted curve at half-maximal effect; nearly all actives have a fitted effect of over 50% in size
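Activity of T. brucei pyruvate kinase was followed by Kinase-Glo Plus luminescence after the enzyme reacted 45 min at room temperature with 130 uM ADP (final) and substrate. Test compounds were added before ADP at multiple concentrations.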
Sm TGR inh: blocks Schistosoma mansoni thioredoxin glutathione reductase. Q962Y6. purified TGR, DTNB reduction, TNB absorbance 405 nm. Potency, µM (series often up to 114 µM), inactives show at the highest dose activity change, negative = inhibition, hits mostly inhibitors. 3% of 360,000 active. AID 485364; also: potency is read from the fitted curve at half-maximal effect; nearly all actives have a fitted effect of over 60% in size
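TGR 20 nM + NADPH 100 uM (dispensed conc.), cpd preinc 15 min RT; start with NADPH (500 uM addition) then DTNB (15 mM addition). Kinetic TNB absorbance, 405 nm filter. Four-parameter Hill fit across titration.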
AmpC inh no detg: blocks E. coli AmpC beta-lactamase in detergent-free assay; P00811; 0.52% of 330,000 active; AID 485341; AmpC nitrocefin hydrolysis, absorbance 480 nm, 0.0001% Triton; Potency, µM (series often up to 57.1 µM), without a hit: at the highest dose activity change, negative = inhibition, actives largely listed as inhibitors;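 also: potency is read from the fitted curve at half-maximal effect; plate controls were no compound for no effect and no enzyme for full effect; nearly all actives have a fitted effect of over 20% in size; some results filed as inactive show a strong effect at the top dose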
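20 mM phosphate pH 7.0 + 0.01% (detergent screen) or 0.0001% Triton X-100; 5.3 nM AmpC reagent; cpd preinc 15 min RT; nitrocefin (800 uM stock) to start; A480 q20 s × 4 min; Activity was normalised to no-enzyme and no-compound control wells.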
* hit, by the source's call; ? = inconclusive; . = not tested or not shown; [ ] = remark or other dose. Unless noted, calls follow the shape of the dose curve; as a rule, active = well fitted curve in the direction sought with a large enough effect; inconclusive = small, poorly fitted or top-dose-only effect, or another doubt; inactive = no such curve, though single readings can be large; an effect the other way counts as inactive or inconclusive. Unless noted, % is scaled to controls: 0 for no effect and ±100 for the full control effect.

Start of the data: the first four compounds as a preview:
entry | Structure | AmpC detergent | LmPK inhibitor | HCMV inh | AMA1-RON2 inh | TbPYK inhibitor | Sm TGR inh | AmpC inh no detg
1 | CCc1ccc(C(=O)CC2(O)C(=O)N(CCc3ccccc3)c3ccc(Br)cc32)cc1 (stereo not given) | 11% | . | -104* | . | 3% | 7% | .
2 | Cc1cc(C(F)(F)F)nc(NCc2cccnc2)n1 | -11% | 3% | -24 | 15% | -1% | -11% | -11%
3 | CCN(CC)c1nc2c(c(=O)[nH]c(=O)n2C)n1Cc1ccccc1Cl | -13% | 0% | 2 | -5% | -2% | 2% | -34%
4 | COc1ccc(CC(=O)NCCS(=O)(=O)N2CCN(c3ccccc3)CC2)cc1OC | ? | . | -6 | -2% | 4% | -4% | ?

The whole of this part, from the first entry:
entry | Structure | AmpC detergent | LmPK inhibitor | HCMV inh | AMA1-RON2 inh | TbPYK inhibitor | Sm TGR inh | AmpC inh no detg
1 | CCc1ccc(C(=O)CC2(O)C(=O)N(CCc3ccccc3)c3ccc(Br)cc32)cc1 (stereo not given) | 11% | . | -104* | . | 3% | 7% | .
2 | Cc1cc(C(F)(F)F)nc(NCc2cccnc2)n1 | -11% | 3% | -24 | 15% | -1% | -11% | -11%
3 | CCN(CC)c1nc2c(c(=O)[nH]c(=O)n2C)n1Cc1ccccc1Cl | -13% | 0% | 2 | -5% | -2% | 2% | -34%
4 | COc1ccc(CC(=O)NCCS(=O)(=O)N2CCN(c3ccccc3)CC2)cc1OC | ? | . | -6 | -2% | 4% | -4% | ?
5 | CCOc1ccc(OCC)c(NC(=O)C2CCN(S(=O)(=O)c3ccc(Br)s3)CC2)c1 | 9% | . | -2 | . | 1% | 7% | .
6 | CCC(=O)Nc1sc2c(c1C(=O)OC)CCN(Cc1ccccc1)C2 | -11% | 1% | 9 | -24% | 4% | -23% | 52%
7 | CCC(C(=O)OCC(=O)c1ccc(OC)cc1OC)c1ccccc1 (stereo not given) | ? | . | -13 | 15% | 1% | 4% | -29%
8 | O=C(NCc1cccc(Cl)c1)c1ccc2c(c1)SC1=NS(=O)(=O)CCN12 | -11% | 4% | -40 | -6% | 1% | 5% | -55%
9 | O=c1oc2ccccc2n1Cc1ccccc1 | 0% | 1% | -6 | -5% | 5% | 9% | -7%
10 | O=C(O)c1ccc2c(c1)N(Cc1ccccc1)C(=O)c1ccccc1S2 | 2% | 4% | -16 | 21% | -4% | 6% | -15%
11 | CC(C)(C)n1ncc2c(=O)n(CC(=O)Nc3ccc(Cl)cc3)cnc21 | -12% | 4% | -4 | -2% | 3% | -1% | 3%
12 | CCSc1nnc(NC(=O)Nc2cccc(C)c2)s1 | 4% | -1% | -26 | -21% | -12% | 19% | -38%

Look-ups from the list.
Under AMA1-RON2 inh, `CCC(=O)Nc1sc2c(c1C(=O)OC)CCN(Cc1ccccc1)C2` has -24%
Under AmpC detergent, `CCSc1nnc(NC(=O)Nc2cccc(C)c2)s1` has 4%

Additional records
entry | Structure | AmpC detergent | LmPK inhibitor | HCMV inh | AMA1-RON2 inh | TbPYK inhibitor | Sm TGR inh | AmpC inh no detg
13 | CCN(CC)c1cc2c(cc1F)c(=O)c(S(=O)(=O)c1cccc(C)c1)cn2C | 0% | . | -64* | . | 0% | 17% | .
14 | CC(C)Cn1c(N)c(C(=O)NCCN2CCOCC2)c2nc3ccccc3nc21 | 3% | 2% | ? | 26% | 2% | ? | 490%[activator]
15 | Cc1cc(C(=O)COc2ccccc2Cl)c(C)n1C1CC1 | -8% | . | -67* | -6% | -4% | -12% | -14%
16 | CC(=O)OC(C(=O)NC1CCCCC1)c1cccc(C)c1 (stereo not given) | -1% | 2% | 5 | 13% | 8% | -20% | -15%
17 | CN1C[C@@H]2[C@@H]3C(=O)N(Cc4ccccc4)C(=O)[C@@H]3[C@](Cc3ccccc3)(C1=O)N2C(=O)c1ccc(Br)cc1 | . | . | 5 | -11% | 3% | . | .
18 | C=CCNC(=S)N/N=C(\C)c1cccc(NC(C)=O)c1 | 4% | 0% | -12 | 86%[activator] | 5% | -31% | -13%
19 | CC(=Nc1cccc(C)c1)c1sc2ccccc2c1O | 0% | -6% | 187 | 66%[activator] | -2% | 7% | -19%
20 | COc1ccccc1NC(=S)NCC1CCC(CNC(=S)Nc2ccccc2OC)CC1 (stereo not given) | -9% | 0% | 9 | 5% | -9% | 17% | -15%
21 | O=C(O)c1ccn(Cn2cnc3ccccc32)n1 | -8% | 2% | 10 | -6% | -4% | 3% | -10%
22 | O=C(N1CCCC1)N1CCN(c2ncnc3c(-c4ccc(Cl)cc4)nsc23)CC1 | ? | -1% | . | . | . | 1% | -10%
23 | Cc1ccc2nc(SCC(=O)Nc3cc(C(C)(C)C)nn3-c3ccccc3)[nH]c2c1 | -1% | -1% | -21 | -15% | -1% | -6% | -11%
24 | CCc1ccc(OC2(C)CCN(Cc3ccc4c(c3)OCCO4)C2)cc1 (stereo not given) | . | . | -24 | -21% | 6% | . | .
25 | COc1ccc(Cl)cc1N(C)C(=O)Cc1noc2ccc(C)cc12 | 12% | . | -16 | . | 1% | 4% | .
26 | COC(=O)/C=C1\SC(N2CCOCC2)=C(c2ccc(OC)cc2)C1=O | ? | 1% | -8 | -2% | 0% | -7% | -16%
27 | COC(=O)c1cc(NC(=O)c2ccccc2)c(=O)oc1/C=C/Nc1ccc(Oc2ccccc2)cc1 | 2% | -5% | ? | 23% | -4% | 2% | -29%
28 | O=C(COc1ccc(F)cc1Cl)Nc1cccc(S(=O)(=O)N2CCCC2)c1 | -13% | . | -2 | 0% | -4% | 1% | -24%
29 | COCCn1c(C)cc(C(=O)COC(=O)c2n[nH]c3ccccc23)c1C | 0% | ? | 4 | -3% | -6% | -12% | 10%
30 | CC(=O)c1ccc(S(=O)(=O)NCCc2csc(-c3cccnc3)n2)cc1 | 2% | -1% | 8 | 2% | 1% | 12% | -4%
31 | CCC1(C)Cc2c(sc3nc(SC)nc(N)c23)CO1 (stereo not given) | ? | 4% | -29 | 2% | -7% | 10% | -13%
32 | COc1ccccc1NC(=O)CN1CCN(C(=O)C2CCCO2)CC1 (stereo not given) | -5% | 2% | -28 | 5% | 4% | -3% | -5%
33 | Cc1cccc(C(=O)NCCc2nnc(SCC(=O)Nc3nc(C)cs3)n2C)c1 | 2% | -8% | -14 | 6% | 5% | 3% | -3%
34 | CC1CN(C(=O)COC(=O)c2c(Cl)cccc2Cl)CC(C)O1 (stereo not given) | -6% | 1% | -38 | -4% | 1% | -3% | -13%
35 | O=C(/C=C/c1cc2ccccc2o1)c1ccccc1O | -10% | -3% | -16 | ? | -2% | 8% | -32%
36 | CC(C)CCNC(=O)Cn1c2c(c(-c3ccccc3Cl)cc1=O)CCC2 | -7% | 1% | -80* | 3% | 0% | -16% | 1%

A section from further up, as a working copy:
entry | Structure | AmpC detergent | LmPK inhibitor | HCMV inh | AMA1-RON2 inh | TbPYK inhibitor | Sm TGR inh | AmpC inh no detg
27 | COC(=O)c1cc(NC(=O)c2ccccc2)c(=O)oc1/C=C/Nc1ccc(Oc2ccccc2)cc1 | 2% | -5% | ? | 23% | -4% | 2% | -29%
28 | O=C(COc1ccc(F)cc1Cl)Nc1cccc(S(=O)(=O)N2CCCC2)c1 | -13% | . | -2 | 0% | -4% | 1% | -24%
29 | COCCn1c(C)cc(C(=O)COC(=O)c2n[nH]c3ccccc23)c1C | 0% | ? | 4 | -3% | -6% | -12% | 10%
30 | CC(=O)c1ccc(S(=O)(=O)NCCc2csc(-c3cccnc3)n2)cc1 | 2% | -1% | 8 | 2% | 1% | 12% | -4%

The listing continues:
entry | Structure | AmpC detergent | LmPK inhibitor | HCMV inh | AMA1-RON2 inh | TbPYK inhibitor | Sm TGR inh | AmpC inh no detg
37 | O=C(CCS(=O)(=O)c1ccc(Cl)cc1)OCC(=O)N1CCCCC1 | 2% | -1% | -10 | -1% | 0% | ? | -17%
38 | O=C(NCC(c1cccs1)N1CCOCC1)c1ccc(Cl)nc1 (stereo not given) | -1% | . | -27 | 4% | -2% | 1% | -12%
39 | COc1ccc(-n2nc(C(=O)NCC(=O)N3CCCC3)c3ccccc3c2=O)cc1Cl | -9% | -2% | ? | -3% | -1% | 6% | -11%
40 | Cc1cc(/C=C(\C#N)C(=O)NCc2cccs2)c(C)n1-c1ccc([N+](=O)[O-])cc1 | -18% | 2% | -9 | 0% | -6% | -24% | -16%
41 | COc1ccc(C2=NO[C@@H]3C(=O)N(c4cccc(C)c4C)C(=O)[C@H]23)cc1OC | ? | -7% | 2 | -6% | 2% | -14% | -14%
42 | O=C1CC(c2ccco2)CC2=C1C=Nc1ccccc1N2 (stereo not given) | 20% | -1% | ? | 0% | -10% | 40µM* | -4%
43 | COc1cc(/C=C2/SC(=S)N(Cc3ccccc3)C2=O)ccc1OCC(=O)O | ? | 5% | -35 | -17% | -12% | -1% | 127%[activator]
44 | CC(=O)c1cccc(NC(=S)NC(=O)CC(C)(C)C)c1 | 2% | 2% | 30 | -5% | 1% | -6% | -23%
45 | Cc1cc(N=Cc2c(O)n(-c3cccc(Cl)c3)c(=O)c3ccccc23)no1 | -1% | 0% | -60* | -3% | -3% | -19% | ?
46 | COc1ccc(NC(=O)CSc2ccccc2)c([N+](=O)[O-])c1 | 10% | 0% | -40 | ? | -1% | 3% | 12%
47 | CC(C)Oc1ccc(C(=O)OC(C)C(=O)NC2CCCCC2C)cc1 (stereo not given) | -10% | -6% | -33 | 2% | 3% | -4% | 8%
48 | CC1CCCCC1NC(=O)COC(=O)c1c2c(nc3ccccc13)/C(=C/c1ccco1)CC2 (stereo not given) | ? | 1% | -33 | ? | -9% | 14µM* | 16µM*
49 | CC(C)Oc1ccc(CNC(=O)C(C)n2ccc3cc(S(=O)(=O)N4CCCCCC4)ccc32)cc1 (stereo not given) | -6% | . | 7 | . | 2% | 0% | .
50 | COc1ccc(/C=N/NC(=O)c2ccc(NC(=O)c3cccc([N+](=O)[O-])c3)cc2)c(OC)c1 | 0% | 2% | -17 | 5% | 2% | 1% | 45%
51 | CCC(O)C1CCN(C(=O)c2cc(COc3ccc(F)cc3F)on2)CC1 (stereo not given) | -1% | 0% | -30 | 1% | -9% | -3% | 42%
52 | O=C(Nc1ccc(CN2CCOCC2)cc1)c1ccccc1F | -9% | 1% | 80 | 0% | -2% | 7% | 1%

Outcome played no part in choosing rows. Share with any hit: about 7.4%.
